ARFGAP1 inhibitor – inhibits rat ARF GTPase activating protein 1; Arfgap1-stimulated ARF1 GTP hydrolysis, GDP FP detection; inhibition, % at 16.5 µM; 0.26% of 360,000 active; AID 651572;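 active = inhibition above a per-plate limit, mean inhibition of low control wells plus 3 SD, cut at about 25% in these data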;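 note: 0% = DMSO wells with enzyme and 100% = wells lacking Arfgap1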
Target sequence (Q62848 1-136 limits assumed): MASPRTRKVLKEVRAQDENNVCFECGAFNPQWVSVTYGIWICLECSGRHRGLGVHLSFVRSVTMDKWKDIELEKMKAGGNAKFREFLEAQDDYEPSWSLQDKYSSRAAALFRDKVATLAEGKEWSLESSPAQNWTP
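System: truncated rat Arfgap1 GAP domain / Benchmarks: high control wells lacking Arfgap1, low control full reaction with DMSO / Times: compound-enzyme preincubation 20 min, reaction 120 min, detection 60 min, 25 °C / Repeats: one replicate per compound / Also added: human ARF1(Δ1-17)-GTP substrate / Measured by: Tracer-displacement fluorescence polarization with EDTA stop, 620/688 nm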
ASAP1 inh – ASAP1 ArfGAP inhibition. Q9ULH1. ASAP1-stimulated ARF1 GTP hydrolysis, GDP FP detection. inhibition, % at 16.5 µM. 0.19% of 360,000 active. AID 624377; in the data active = inhibition above about 25%;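 note: 0% = vehicle with enzyme and substrate and 100% = no enzyme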
ABHD4 inh – ABHD4 (mouse) inhibition, primary FP screen; Q8VD66; purified mABHD4, FP-Rh probe fluorescence polarization; inhibition, % at 8.92 µM; 0.54% of 370,000 active; AID 720543;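 active = inhibition exceeding the mean over every tested compound plus 3 SD, cut at about 30% in these data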;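 note: 0% = plate median of compound wells and 100% = S159A mutant with DMSO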
Target sequence (Q8VD66 whole entry, looked up): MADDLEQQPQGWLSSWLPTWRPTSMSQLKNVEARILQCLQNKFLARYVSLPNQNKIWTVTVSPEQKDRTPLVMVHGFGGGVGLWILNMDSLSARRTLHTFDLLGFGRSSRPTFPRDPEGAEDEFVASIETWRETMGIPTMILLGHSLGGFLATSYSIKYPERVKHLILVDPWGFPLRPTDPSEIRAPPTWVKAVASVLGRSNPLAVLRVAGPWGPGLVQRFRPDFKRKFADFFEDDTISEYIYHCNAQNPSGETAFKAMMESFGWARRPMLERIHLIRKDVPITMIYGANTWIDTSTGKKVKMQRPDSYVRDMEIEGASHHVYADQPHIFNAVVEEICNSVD
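Material: mouse ABHD4 enzyme, wild type; Benchmarks: S159A mutant high control, sample median low control; Buffer or medium: HEPES pH 7.0, NaCl, Pluronic buffer; Signal: fluorescence polarization; Read-out: percent inhibition of probe binding, normalized to plate controls; Timing: pre-incubation 45 min, probe exposure 60 min, at 25 °C; Dosing: 8.92 µM, single dose.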
rCAG binder – molecules binding r(CAG) RNA repeats | inhibition, % at 3 µM | AID 651821 | 1.3% of 370,000 active | r(CAG) RNA repeat, TO-PRO-1 dye displacement fluorescence;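 active = inhibition above the plate cutoff, the mean of all test compounds on that plate plus 3 SD, cut at about 35% in these data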;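 note: 0% = DMSO alone and 100% = 100 µM mitoxantrone as full dye displacement; higher means more dye released from RNA so lower well fluorescence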
GC-A act – GC-A (human) enzyme activation | P16066 | HEK293 GC-A cells, cGMP TR-FRET, EC30 ANP; 0% at EC30 ANP, 100% saturating ANP | activation, % at 10 µM | 0.14% of 370,000 active | AID 1671463; in the data active = activation above about 40%
NR1D1 modulator – Rev-erb alpha (human) modulation; Rev-erbα–FITC-DNA binding, fluorescence polarization, 90 min; activity, % at 10 µM; 0.79% of 370,000 active; AID 1259318;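 active = activity above about 14%, limit read from the data; passing the limit was not always enough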;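 note: 0% = DMSO wells with 35 nM protein and 100% = DMSO wells with 750 nM protein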
Target sequence (P20393 whole entry, looked up): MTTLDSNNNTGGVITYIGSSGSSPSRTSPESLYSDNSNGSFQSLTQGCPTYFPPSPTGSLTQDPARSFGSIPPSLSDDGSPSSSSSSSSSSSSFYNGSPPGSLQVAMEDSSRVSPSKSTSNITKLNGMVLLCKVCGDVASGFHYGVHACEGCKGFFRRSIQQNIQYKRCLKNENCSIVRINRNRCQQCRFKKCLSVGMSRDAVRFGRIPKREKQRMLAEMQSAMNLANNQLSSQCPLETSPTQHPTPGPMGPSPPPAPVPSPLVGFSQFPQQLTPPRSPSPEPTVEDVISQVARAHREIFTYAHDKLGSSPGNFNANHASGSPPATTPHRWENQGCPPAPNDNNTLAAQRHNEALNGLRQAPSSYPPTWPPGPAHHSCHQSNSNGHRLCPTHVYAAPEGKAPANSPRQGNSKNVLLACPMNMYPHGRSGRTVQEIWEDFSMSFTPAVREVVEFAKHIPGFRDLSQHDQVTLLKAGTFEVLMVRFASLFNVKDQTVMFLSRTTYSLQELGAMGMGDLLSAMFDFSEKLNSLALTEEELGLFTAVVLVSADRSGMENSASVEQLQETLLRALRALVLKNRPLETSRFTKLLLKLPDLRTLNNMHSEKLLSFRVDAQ
NPR2 activator – GC-B (human) receptor activation; HEK293-GC-B cells, CNP EC30, cGMP TR-FRET; 0% at EC30 CNP, 100% saturating CNP; P20594; activation, % at 10 µM; 0.11% of 370,000 active;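 active = activation at 10 µM reaching about 35% in either raw or pattern-adjusted values, limit read from the data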
SMARCA2 act – SMARCA2 function activation, primary screen. MG213 cells, MMTV-luciferase reporter, dexamethasone, overnight. activation, % at 9.1 µM. 1% of 370,000 active; in the data active = activation above about 7.8%;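 note: 0% = vehicle wells and 100% = reference activator wells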
PG9 binder – PG9 antibody binding by small molecule; AID 624416; 0.43% of 360,000 active; inhibition, % at 6.7 µM; TR-FRET gp120-PG9 antibody binding; in the data active = inhibition above about 8.5%
HTRA1 inhibitor – HTRA1 (human) protease inhibition | inhibition, % at 5.96 µM | 0.5% of 340,000 active | recombinant HTRA1, FP-rhodamine activity-based probe, fluorescence polarization | AID 504803; in the data active = inhibition above about 36%;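 note: 0% = enzyme with DMSO and 100% = wells lacking enzyme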
* marks the source's active call; other numbers are inactive results; · = not tested or not shown.

Values in the order: ARFGAP1 inhibitor	ASAP1 inh	ABHD4 inh	rCAG binder	GC-A act	NR1D1 modulator	NPR2 activator	SMARCA2 act	PG9 binder	HTRA1 inhibitor
COC(=O)[C@]1(CC(C)C)NC=C(C(=O)c2ccccc2)[C@@H]1c1cccc(C(F)(F)F)c1
 : 5	3	-4	1	-5	-11	-1	0	-1.1	·
O=C(Oc1ccc(N(Cc2cccs2)C2=NS(=O)(=O)c3ccccc32)cc1)c1ccco1
 : 6	0	1	-1	-1	5	-3	2	-0.4	6
CCCn1c(N2CCN(Cc3cccc(C)c3)CC2)nc2c1c(=O)[nH]c(=O)n2C
 : -7	-12	22	-2	-3	1	-8	-1	1.0	8
Cc1ccccc1Nc1nnc(SCC(=O)c2c(N)n(C)c(=O)n(C)c2=O)s1
 : 4	-3	-7	2	-1	1	-6	3	-1.1	-5
COc1cc2nc(SCc3ccc(C(F)(F)F)cc3)n(Cc3cccs3)c(=N)c2cc1OC
 : 5	2	-6	3	2	5	2	-1	-0.1	-2
COCCn1c(Cc2ccccc2)nnc1SC(C)C(=O)NC1CC1 (stereo unspecified)
 : -6	-4	-1	4	0	1	-2	-2	1.4	11
CCc1ccc(OCC(=O)N(CC)CC)cc1
 : -5	3	-3	1	1	-10	1	0	1.0	-6
COc1cc(C2=NOC(C(=O)Nc3c(C)n(C)n(-c4ccccc4)c3=O)C2)cc(OC)c1OC (stereo unspecified)
 : 0	0	5	0	0	-4	-5	-1	0.6	2
Cc1c(Cl)c([N+](=O)[O-])nn1CC(=O)NCC1CCCO1 (stereo unspecified)
 : -6	5	-3	0	-1	-4	5	-2	-2.0	13
CC(=O)c1sc(NC(=O)C(C)C)nc1C
 : -4	-2	5	3	22	-2	8	-3	48*	6
COc1ccc(OC)c2[nH]c(=O)c(CCNC(=O)Cc3cccs3)cc12
 : -6	-1	1	1	1	1	-1	1	-2.3	-1
COc1ccc(OC)c(NS(=O)(=O)c2cc3c4c(c2)CCN4C(=O)CC3)c1
 : 0	-3	-5	4	-10	4	4	-3	-0.4	4
N#Cc1ccc(OCC(=O)N(C2CCCCC2)C2CCS(=O)(=O)C2)cc1 (stereo unspecified)
 : 5	-9	-1	1	2	1	-1	1	0.8	10
CCCS(=O)(=O)N1CCC(C(=O)NC2CCCC(C)C2C)CC1 (stereo unspecified)
 : -6	4	-3	-2	-2	-2	7	1	1.0	3
O=C(OCC(=O)c1ccc(Cl)cc1Cl)c1ccc2c(c1)C(=O)N(c1cccc3ncccc13)C2=O
 : -3	114*	2	9	8	4	-3	-2	-0.1	-4
CC(C)CSC1=NSC2=NC(=O)/C(=C\c3ccccc3)C(=N)N12
 : -2	1	-25	76*	0	-2	2	0	-0.3	-21
Cc1nc2ccccc2nc1OCc1ccccc1
 : 3	-3	-2	-3	2	-2	-11	-2	-1.4	1
Oc1cc(OCc2ccccc2)ccc1-c1[nH]ncc1-c1ccccc1
 : 7	19	-14	8	2	5	-2	-4	-0.1	-19
O=S(=O)(c1ccc(Br)cc1)c1nc(-c2ccco2)oc1NCCCn1ccnc1
 : -7	-11	-1	-5	-5	0	-8	-1	2.0	5
CC(NC(=O)Cn1nc(C(=O)O)c2ccccc2c1=O)C12CC3CC(CC(C3)C1)C2 (stereo unspecified)
 : 5	1	-1	-1	-5	5	-11	0	-1.5	-4
O=C(O)CCNC1CCCCC1
 : -7	4	-1	-1	5	0	2	-1	-0.2	1
Cc1c(O)ccc2c(O)c(NC(=O)c3ccc4c(c3)CCC(C)(C)O4)c(=O)oc12
 : 40*	2	-2	4	5	-1	-1	-1	-1.7	1
Cc1cc(NC(=O)CCC(=O)N(CC(=O)NCC2CCCO2)c2ccc(C(C)C)cc2)no1 (stereo unspecified)
 : 0	1	4	-1	-5	1	0	3	0.3	-1
COc1ccc(NC(=O)C2CCCN(S(=O)(=O)c3ccc4c(c3)CCCN4C(C)=O)C2)cc1 (stereo unspecified)
 : 2	2	2	2	-6	-5	1	-6	-1.3	2
C=CCNC(=S)NS(=O)(=O)c1cccs1
 : -7	-8	8	1	5	0	-1	0	-0.6	-2
O=C(Nc1cccc(C(=O)N2CCOCC2)c1)c1ccccc1Br
 : 3	5	-1	-2	0	0	4	1	1.6	7
Cc1cc(C)nc(N(C#N)Cc2ccccc2)n1
 : -11	-8	7	-4	-3	-3	-2	-1	0.5	1
Cc1[nH][nH]c(=O)c1C(c1ccc(N(C)C)c(Br)c1)c1c(C)[nH][nH]c1=O
 : 4	4	4	4	-1	-2	6	-2	0.0	0
Cc1ccc2cc(CN(CCN(C)C)C(=O)Nc3ccc(Cl)cc3)c(=O)[nH]c2c1
 : -2	0	-1	-4	-12	4	-7	0	-0.4	-3
CC(C)=CCC/C(C)=C/CNC(=O)C[C@H]1C[C@H](C(=O)N2CCCCC2)[C@@]2(C)c3[nH]c4cc(-c5ccco5)ccc4c3CCN2C1=O
 : 9	14	4	21	-5	0	-5	-5	1.2	-13

Reprinted from the part before: three entries; new compounds follow.
Values in the order: ARFGAP1 inhibitor	ASAP1 inh	ABHD4 inh	rCAG binder	GC-A act	NR1D1 modulator	NPR2 activator	SMARCA2 act	PG9 binder	HTRA1 inhibitor
Cc1[nH][nH]c(=O)c1C(c1ccc(N(C)C)c(Br)c1)c1c(C)[nH][nH]c1=O
 : 4	4	4	4	-1	-2	6	-2	0.0	0
Cc1ccc2cc(CN(CCN(C)C)C(=O)Nc3ccc(Cl)cc3)c(=O)[nH]c2c1
 : -2	0	-1	-4	-12	4	-7	0	-0.4	-3
CC(C)=CCC/C(C)=C/CNC(=O)C[C@H]1C[C@H](C(=O)N2CCCCC2)[C@@]2(C)c3[nH]c4cc(-c5ccco5)ccc4c3CCN2C1=O
 : 9	14	4	21	-5	0	-5	-5	1.2	-13
O=C(Nc1ccccc1)c1cccc2c(Br)cccc12
 : 3	2	-7	3	-6	6	-2	-1	-1.0	-2
O=C(CC1C[C@H](C(=O)N2CCOCC2)[C@@]2(CCC3CCCC3)c3[nH]c4ccccc4c3CCN2C1=O)NCc1ccco1 (stereo partly specified)
 : 3	10	2	3	-18	0	-13	3	-0.7	11
CCCCn1c(N)c(N(CCOC)C(=O)c2ccc(Br)o2)c(=O)[nH]c1=O
 : -1	-4	-4	-1	1	-5	-3	-3	1.5	2
Cc1ccc(/C=C/c2onc(C)c2S(=O)(=O)N2CCC(C(=O)N3CCCCC3)CC2)cc1
 : 9	-6	5	5	-4	-6	-2	-1	4.4	-8
O=C(Nc1cccs1)Nc1nnc([C@@H]2C[C@H](O)[C@@H](CO)O2)s1
 : 19	10	8	13	0	1	-4	7	-0.6	·
COc1cc(/C=N/N=C2/SCC(=O)N2c2ccc(O)cc2)ccc1O
 : -3	9	2	2	1	-3	0	0	0.8	-3
COc1cc2oc(-c3ccc(O)cc3)cc(=O)c2c(O)c1OC
 : 36*	8	-9	19	0	-2	-3	8	1.9	9
Cc1ccsc1/C=C1/SC(N2CC(C)OC(C)C2)=NC1=O (stereo unspecified)
 : 3	-3	9	-2	0	-1	0	11*	-4.9	1
O=C(c1cccc(F)c1)n1nnc2ccccc21
 : 10	-2	0	-1	0	-1	6	-2	-1.2	-2
COc1cc(NC(=O)C2CCCC2)c(OC)cc1Cl
 : 7	1	-4	-2	-5	-3	-5	2	-0.4	2
CC(=O)c1cccc(NC(=S)N2CCc3ccccc32)c1
 : 2	5	-2	5	-4	3	1	0	-3.4	-13
CNS(=O)(=O)c1ccc2c(c1)C(=O)c1cc(S(=O)(=O)NC)ccc1CC2
 : 8	13	0	3	-4	2	4	2	-1.7	-4
CC1CCCN(S(=O)(=O)c2ccc(NC(=O)C3CCN(C(=O)c4ccco4)CC3)cc2)C1 (stereo unspecified)
 : 12	-6	2	5	-6	3	-5	-1	-1.3	-5
O=C(O)CSCc1nc2cccnc2n1C1CCCCC1
 : 7	-4	-4	-3	1	-4	1	-2	-1.5	2
COc1ccc(CNC(=O)COC(=O)c2ccccc2OCC(=O)Nc2ccc(SC(F)F)cc2)cc1
 : 4	-4	3	5	-2	-4	1	-2	-0.9	1
Cc1nn(C(=O)N2CCCCC2)c(C)c1CN1C(=O)c2ccccc2C1=O
 : -1	6	-4	-8	3	3	1	-3	1.2	1
COc1ccc([N+](=O)[O-])cc1NC(=O)CS(=O)(=O)c1ccc(C)cc1
 : 4	2	2	2	-3	1	6	0	-1.4	0
CC(=O)c1ccc(OC(=O)N2CCOCC2)cc1
 : 13	-3	5	0	5	-1	4	-1	-0.3	8
CCN(CC)C(=O)Cn1cc(S(=O)(=O)CC(=O)NCc2ccccc2)c2ccccc21
 : 4	-5	2	-5	6	-1	2	-1	1.1	7
C[n+]1ccccc1/C=C/c1c(F)cccc1F
 : 3	8	-6	-4	0	4	2	2	-1.8	-3
COc1cccc(-n2c(SC)nnc2-c2c[nH]c3ccccc23)c1
 : 5	-6	0	4	-18	6	-16	-1	0.8	-12
COCCNC(=S)NC1CC2CCCC(C1)N2Cc1cccs1 (stereo unspecified)
 : 3	1	-1	-6	-2	-1	1	0	-2.1	-5
COc1ccc(/C=C/C(=O)Nc2cc(C(F)(F)F)ccc2Cl)cc1
 : 5	5	-11	-3	0	1	-3	-1	0.7	-20
COCCn1c(-c2ccc(OC)c(OC)c2)nc2ccccc21
 : 5	-3	6	2	0	0	-4	0	0.1	3
CC(C(=O)Nc1ccccc1-c1ccccc1)N1CCOCC1 (stereo unspecified)
 : 15	-20	-14	-8	-6	0	0	0	0.0	0
CCCOC(=O)C1[C@H]2C(=O)N(C(C)c3ccc(OC)cc3)C[C@]23C=C[C@H]1O3 (stereo partly specified)
 : 1	-15	-5	-1	4	2	7	0	0.1	6
CCOC(=O)N1CCN(Cc2nc3cc(NC(=O)CC(C)C)ccc3n2CC)CC1
 : -3	5	-15	-6	0	7	5	-1	1.3	4
CCOc1ccccc1OCCCC(=O)N(CC)CC(=O)Nc1ccc(NC(C)=O)cc1
 : 7	8	-2	-6	2	-2	2	-2	1.0	1
O=C(CCN1CCN(c2ccccc2)CC1)Nc1ccc(OCc2ccccc2)cc1
 : -8	8	1	4	0	1	-2	-1	0.6	3
O=C(CN1CCN(C(=O)c2ccco2)CC1)Nc1cc(Cl)ccc1Cl
 : 6	3	4	3	-7	3	-2	-1	0.1	-2
O=C(NCCc1ccccc1)c1ccc(CS(=O)(=O)c2ccc(Br)cc2)o1
 : 9	8	-1	-3	-3	0	2	-3	2.4	-3
O=C(CCCN1C(=O)/C(=C\c2cccs2)SC1=S)Nc1ccc(C(=O)O)cc1
 : 2	1	-8	39*	-3	-5	-2	-1	-3.3	-8
COc1ccc(N2CCCn3c2nc2c3c(=O)n(Cc3ccc(C)cc3)c(=O)n2C)c(OC)c1
 : 1	-10	2	9	3	-8	7	-3	0.1	-7
COc1cc2c(cc1OC)C(c1ccccc1O)N(C1CC(=O)N(c3ccccc3)C1=O)CC2 (stereo unspecified)
 : 4	-1	-11	9	-8	-3	-10	0	0.2	-9
Nc1nnc(SCc2ccc(F)cc2Cl)s1
 : ·	·	·	·	-3	-2	-1	·	·	4
COc1ccccc1CNC(=O)COC(=O)CNS(=O)(=O)c1ccc(NC(C)=O)cc1
 : 7	1	3	1	-2	2	0	0	-1.5	1

Screening data as filed in PubChem.
